NPR1 activator: GC-A (human) enzyme activation. 0.14% of 370,000 active. HEK293 GC-A cells, cGMP TR-FRET, EC30 ANP; 0% at EC30 ANP, 100% saturating ANP. activation, % at 10 µM. P16066; in the data active means activation above about 40%
Target sequence (P16066 whole entry, looked up): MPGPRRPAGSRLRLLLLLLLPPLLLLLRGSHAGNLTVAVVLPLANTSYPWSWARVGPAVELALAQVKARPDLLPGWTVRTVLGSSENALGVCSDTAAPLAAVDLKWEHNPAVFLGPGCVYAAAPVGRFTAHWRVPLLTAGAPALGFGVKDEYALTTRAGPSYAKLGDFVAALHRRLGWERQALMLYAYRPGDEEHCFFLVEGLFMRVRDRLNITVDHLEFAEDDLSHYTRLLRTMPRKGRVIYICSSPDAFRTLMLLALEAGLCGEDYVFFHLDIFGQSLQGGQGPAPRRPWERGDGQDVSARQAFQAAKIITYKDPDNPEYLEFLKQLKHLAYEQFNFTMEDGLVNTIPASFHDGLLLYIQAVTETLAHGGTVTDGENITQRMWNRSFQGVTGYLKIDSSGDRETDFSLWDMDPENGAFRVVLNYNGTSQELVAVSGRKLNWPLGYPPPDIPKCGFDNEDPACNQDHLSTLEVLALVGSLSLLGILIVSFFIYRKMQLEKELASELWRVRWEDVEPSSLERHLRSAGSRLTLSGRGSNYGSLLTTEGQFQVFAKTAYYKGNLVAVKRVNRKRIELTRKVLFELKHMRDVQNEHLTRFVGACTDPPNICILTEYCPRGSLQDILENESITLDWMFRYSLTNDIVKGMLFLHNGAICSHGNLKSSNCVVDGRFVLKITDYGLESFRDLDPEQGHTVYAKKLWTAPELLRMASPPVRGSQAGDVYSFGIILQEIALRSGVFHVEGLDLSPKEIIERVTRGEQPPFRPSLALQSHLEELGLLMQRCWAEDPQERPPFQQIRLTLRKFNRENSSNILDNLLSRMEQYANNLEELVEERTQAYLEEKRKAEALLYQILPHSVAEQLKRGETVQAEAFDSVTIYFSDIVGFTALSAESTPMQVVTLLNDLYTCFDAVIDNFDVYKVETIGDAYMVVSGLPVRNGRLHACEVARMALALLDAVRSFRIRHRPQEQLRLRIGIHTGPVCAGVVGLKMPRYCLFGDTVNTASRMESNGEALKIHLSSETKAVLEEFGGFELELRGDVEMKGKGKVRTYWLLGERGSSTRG
sPLA2-III inh: Inhibits HGIII-sPLA2 liposome hydrolysis, primary screen; QFRET BODIPY PC-A2 liposome hydrolysis, fluorescence; inhibition, % at 12.2 µM; 0.56% of 370,000 active; AID 743126;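 active means inhibition above mean plus 3 SD of compounds lying within the high and low control bounds, cut at about 19% in these data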;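 further: 0% = median of test compound wells and 100% = no enzyme DMSO wells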
ARFGAP1 inh: inhibits rat ARF GTPase activating protein 1 | Q62848 | Arfgap1-stimulated ARF1 GTP hydrolysis, GDP FP detection | inhibition, % at 16.5 µM | 0.26% of 360,000 active | AID 651572;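 active means inhibition above a per-plate limit, mean inhibition of low control wells plus 3 SD, cut at about 25% in these data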;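 further: 0% = DMSO wells with enzyme and 100% = wells lacking Arfgap1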
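Material: rat Arfgap1 catalytic domain, aa 1-136; also added: human ARF1(Δ1-17)-GTP substrate; compound dosing: one concentration, 16.5 µM, DMSO 1.26%; incubation: GTP hydrolysis reaction 2 h at 25 °C; measured by: Tracer-displacement fluorescence polarization with EDTA stop, 620/688 nm; evaluation: % inhibition from polarization; repeats: one replicate per compound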
NPR2 activator: GC-B (human) receptor activation. P20594. activation, % at 10 µM. 0.11% of 370,000 active. HEK293-GC-B cells, CNP EC30, cGMP TR-FRET; 0% at EC30 CNP, 100% saturating CNP;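 active means activation at 10 µM reaching about 35% in either raw or pattern-adjusted values, limit read from the data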
FXN GAA850 act: activators of GAA850 frataxin (FXN) promoter | HEK293 lucGAA850 FXN promoter luciferase reporter, 24 h; percent of 10 µM SAHA response | 0.56% of 360,000 active | activation, % at 6 µM;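 active means activation above the average of all compounds screened plus 3 SD, cutoff fixed separately per campaign, cut at about 7.5% in these data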;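 further: 0% = DMSO wells and 100% = 10 µM SAHA wells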
ASAP1 GAP inh: blocks human ASAP1-stimulated Arf1 GTP hydrolysis; GDP FP detection; inhibition, % at 16.5 µM; AID 624377; 0.19% of 360,000 active; in the data active means inhibition above about 25%;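 further: 0% = vehicle with enzyme and substrate and 100% = no enzyme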
Tn6 DDE FP: inhibitors of Tn6 peptide binding to human fibrin DD(E); P02675; Fibrin DD(E) TRITC-Tn6 fluorescence polarization displacement; inhibition, % at 8.3 µM; 0.21% of 370,000 active; AID 720509;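 active means inhibition above a per-campaign cutoff: mean of compounds within control limits plus 3 SD, cut at about 15% in these data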;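 further: 0% = median of all compound wells on the plate and 100% = blocking peptide control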
KLK7 zymogen act: proKLK7 (human) activation, primary screen; P49862; purified proKLK7, EDANS-DABCYL substrate fluorescence; 100% is mature enzyme control, 0% vehicle; activation, % at 7 µM; 0.9% of 370,000 active; AID 652039;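 active means activation above the mean of all tested compounds plus 3 SD, computed per campaign excluding outliers beyond control limits, cut at about 13% in these data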
ADAM10 inh: ADAM10 inhibition, QFRET primary screen | AID 720582 | inhibition, % at 7 µM | recombinant ADAM10, EDANS/DABCYL FRET peptide cleavage, 3 h | 0.62% of 370,000 active;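 active means inhibition above a per-campaign cutoff equal to the mean of compounds falling between control-based bounds plus 3 SD, cut at about 20% in these data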;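 further: 0% = DMSO wells while the 100% control is not disclosed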
rCAG binder: r(CAG) repeat RNA binding. TO-PRO-1 dye displacement fluorescence. inhibition, % at 3 µM. 1.3% of 370,000 active. AID 651821;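 active means inhibition above the plate cutoff, the mean of all test compounds on that plate plus 3 SD, cut at about 35% in these data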;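 further: 0% = DMSO alone and 100% = 100 µM mitoxantrone as full dye displacement; higher means more dye released from RNA so lower well fluorescence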
The depositor's hits bear a star; . = not tested or not shown. Not all compounds are listed; the hit share may differ from the screen's.

SMILES	NPR1 activator	sPLA2-III inh	ARFGAP1 inh	NPR2 activator	FXN GAA850 act	ASAP1 GAP inh	Tn6 DDE FP	KLK7 zymogen act	ADAM10 inh	rCAG binder
CCOc1ccc(-n2c(-c3cccs3)nc3ccccc3c2=O)cc1	-4	0	4	5	-1.9	-7	2	-0.4	4	-1
Cc1nn(CC(=O)N2CCC3(CC2)OCCO3)c(=O)c2cc3ccccc3n12	3	9	-4	1	-1.5	-7	-7	0.4	-38	-2
CN1CCN(c2cn[nH]c(=O)c2Cl)CC1	-3	8	10	1	0.5	-1	5	0.1	2	5
O=c1c2ccccc2nc(-c2ccccc2)n1-c1ccccn1	-4	2	-4	-3	0.5	2	7	0.4	0	-2
Cn1c(O)c(/C=C2/C=CC=N2)c(=O)[nH]c1=O	1	-2	-6	-4	-0.8	-14	9	-0.3	-4	-1
O=C(c1ccc(F)cc1Cl)N1CCC2(CC1)OCCO2	0	1	-4	4	0.2	1	-4	-0.4	-1	0
COc1ccc(NC(=O)c2cn(CCC#N)nc2-c2cccc(Br)c2)cc1	-4	-3	2	7	1.1	2	6	0.6	10	2
COc1ccc(C2SCC(=O)Nc3c2c(C)nn3-c2ccccc2)cc1 (configuration not stated)	2	-4	23	-4	0.8	0	6	-0.4	-3	0
COc1ccc(-n2c(O)c(C(C)=NC3CC3)c(=O)[nH]c2=O)cc1	5	4	-4	5	-1.5	11	0	0.0	-2	0
CN(C)C(CNC(=O)Cc1ccc(Br)cc1)c1ccccc1 (configuration not stated)	2	-6	3	-2	2.5	8	6	0.2	-10	-7
CCOP(=O)(OCC)C(NC(=O)c1ccccc1)=C(Cl)Cl	0	7	-12	2	-2.9	2	2	-1.4	-7	-3
O=C1NC(=S)NC(=O)C1=Cc1ccc(Br)s1	32	-2	-1	34	-0.1	-3	4	0.3	-5	2
Cc1ccc(N)cc1C	0	-3	10	-6	0.9	0	-8	-0.3	1	0
CCCCn1c(O)c(C(CC)=NC(C)c2ccccc2)c(=O)[nH]c1=O (configuration not stated)	9	5	-4	14	1.5	-10	5	0.2	0	-8
O=C(NP(=O)(N1CC1)N1CC1)c1cc(I)ccc1I	1	12	9	-3	1.4	-2	-12	0.1	-24	5
CC1CCCCN1C(=O)Cn1cc(C=C2C(=O)N(C)C(=O)N(C)C2=O)c2ccccc21 (configuration not stated)	6	1	1	6	0.8	4	2	0.4	-5	2
Clc1ccc2[nH]c3c(c2c1)CCNC3	5	17	-7	1	2.3	-7	0	0.3	2	2
N#CC1=C(N)Oc2c(c(=O)oc3ccccc23)C1c1ccncc1 (configuration not stated)	4	0	12	-1	5.1	1	-8	-0.3	-6	0
CCC1CO/C(=C(\C(Cl)=C(Cl)Cl)[N+](=O)[O-])N1Cc1ccc(Cl)nc1 (configuration not stated)	-10	15	-6	-1	0.9	0	4	-0.7	-6	3
Cc1cccc(NC(=O)[C@@H](NC(=O)N2C[C@H]3C[C@@H](C2)c2cccc(=O)n2C3)C(C)C)c1	3	-2	-7	1	-1.4	-1	-2	-0.5	-6	-9
CCc1cc2c(cc1-c1csc(C/C(N)=N/O)n1)C(C)(C)CCC2(C)C	-6	-30	4	3	0.8	3	2	-1.0	-25	1
CC(=Nc1ccc2c(c1)CCC2)c1c(O)n(C2CCCCC2)c(=O)[nH]c1=O	3	6	12	-4	-0.9	12	-2	0.3	-11	6
N#Cc1ccc2nc(-c3ccc(CN4CCC(n5c(=O)[nH]c6ccccc65)CC4)cc3)c(-c3ccccc3)nc2c1	5	6	13	6	.	4	0	-6.5	-33	15
O=C(COc1ccc(Cl)cc1)N(c1ccc(Cl)cc1)C1CN2CCC1CC2 (configuration not stated)	-20	-12	-7	-15	-0.2	-5	-8	-0.2	-5	-2
COc1ccc2c(c1)C13CCN4CC5=CCOC6CC(=O)N2C1C6C5CC43 (configuration not stated)	-2	13	-1	-11	0.1	1	4	-0.6	-21	-2
COc1ccc(C(=O)C2CCCN(Cc3ccc(C)s3)C2)cc1OC (configuration not stated)	-2	-4	7	-8	0.5	0	-1	-0.3	-2	-10
CCOC(=O)C1(CCCc2ccccc2)CCN(C2CCCC2)CC1	-4	2	-4	-4	-0.1	-1	-2	0.1	-3	-8
Cc1nc2ccccc2c(=O)n1-c1ccncc1	2	-2	1	2	1.3	-4	-6	0.1	-4	-1
CC(C)c1oc(=O)cc2c1[C@@H](O)[C@H]1OC(=O)[C@@]3(C)C[C@@H](O)[C@@H](O)[C@@]2(C)C13 (some centres not stated)	4	3	1	6	-7.9	5	-1	-0.8	3	3
COC(=O)C1=C(c2ccccc2OCc2ccccc2)C[C@@H]2CC[C@H]1N2C(=O)NCc1ccc(Cl)cc1	-8	-17	6	-10	-3.9	-3	1	-0.5	19	2
O=C(CN1CCN(CCO)CC1)Nc1ccc(Cl)cc1C(=O)c1ccccc1	-9	-7	-21	-3	0.7	-2	1	0.3	-1	-9
O=C(c1ccccc1)c1cn(CC(=O)N2CCCc3ccccc32)c2ccccc12	-1	-12	7	-1	0.5	-7	-9	0.1	5	1
c1ccc(CNCCc2ccc3c(c2)OCO3)nc1	-1	4	8	-3	3.2	4	2	0.5	7	-2
CC1([N+](=O)[O-])COP(=O)(Nc2cccc(Br)c2)OC1 (configuration not stated)	0	-8	6	2	0.3	1	-1	-1.1	10	0
O=C(Nc1ccc(Br)cc1)c1nn(C23CC4CC(CC(C4)C2)C3)cc1Br	-2	-4	-5	-3	-0.8	-2	7	-0.3	5	3
O=C(c1cc(F)ccc1F)C1CCCN(CCCc2ccccc2)C1 (configuration not stated)	1	3	2	-3	1.1	4	-6	-0.4	-6	-8
O=c1[nH]c(=S)[nH]c(O)c1N=Nc1ccc2c(c1)OCO2	-14	0	-2	-14	2.7	-4	-1	0.0	-3	-1
CCN(CC(=O)Nc1ccc(NC(C)=O)cc1)C(=O)CSC(c1ccccc1)c1ccccc1	-11	-18	7	4	-4.5	-5	-4	0.1	-1	1
O=C1CC(c2ccccc2)CC(O)=C1C=NCCN1CCN(C(=O)Cc2ccccc2)CC1 (configuration not stated)	-2	1	2	-2	3.1	-2	4	-0.6	-15	-7
C[C@]12CCC(=O)C=C1CC[C@@H]1[C@@H]2CC[C@@]2(C)[C@H]1CC[C@]2(C)O	5	9	11	3	1.6	4	1	0.0	-36	-2

Laid out differently: results already given
Below each SMILES: NPR1 activator, sPLA2-III inh, ARFGAP1 inh, NPR2 activator, FXN GAA850 act, ASAP1 GAP inh, Tn6 DDE FP, KLK7 zymogen act, ADAM10 inh, rCAG binder
O=c1[nH]c(=S)[nH]c(O)c1N=Nc1ccc2c(c1)OCO2
→ -14, 0, -2, -14, 2.7, -4, -1, 0.0, -3, -1
CCN(CC(=O)Nc1ccc(NC(C)=O)cc1)C(=O)CSC(c1ccccc1)c1ccccc1
→ -11, -18, 7, 4, -4.5, -5, -4, 0.1, -1, 1

Remaining list, next part
SMILES	NPR1 activator	sPLA2-III inh	ARFGAP1 inh	NPR2 activator	FXN GAA850 act	ASAP1 GAP inh	Tn6 DDE FP	KLK7 zymogen act	ADAM10 inh	rCAG binder
COc1ccc(-n2c(-c3ccccc3)nc3ccccc3c2=O)cc1	0	-3	3	-2	1.0	-6	-1	0.3	4	1
CN1CN(c2cccc([N+](=O)[O-])c2)CN=C1N[N+](=O)[O-]	3	2	3	6	-0.6	6	-2	0.3	-4	0
Cc1cc(NC(=O)CCl)nn1C	1	5	8	0	2.6	0	0	0.0	4	0
CN(C)c1cc(N)c2c(n1)CCC2 (tested in a mixture with another compound)	4	-3	1	-1	3.0	-1	-4	-0.1	-11	1
CCC(C)C1NC(=O)C(NC(=O)C(CC(C)C)N(C)C(=O)C2CCCN2C(=O)C(C)O)C(C)OC(=O)C(Cc2ccc(OC)cc2)N(C)C(=O)C2CCCN2C(=O)C(CC(C)C)NC(=O)[C@H](C)C(=O)[C@H](C(C)C)OC(=O)CC1O (some centres not stated)	1	-20	5	10	-15	27*	1	0.1	26*	10
COc1ccc(-n2c(C)nc3cc(C(=O)N4CCC5(CC4)OCCO5)ccc32)cc1	4	-3	5	6	3.2	-12	9	0.3	1	-9
CN1C(=O)NC(=O)/C(=C/c2ccc(C(=O)O)cc2)C1=O	1	11	-6	1	0.3	8	-4	-0.4	3	1
CC1CN(c2ccccn2)C(C)CN1C(=O)C(O)(c1ccccc1)c1ccccc1 (configuration not stated)	-7	-2	5	-11	-7.9	-2	4	0.5	-30	1
CC(=NCCc1ccccc1)c1c(O)[nH]c(=O)[nH]c1=O	-4	0	-2	2	3.2	-3	1	-0.3	2	-9
CN1CCN(c2ccc([N+](=O)[O-])c3cccnc23)CC1	13	-3	-10	-4	4.4	4	-5	0.4	5	0
N#CC(c1ccccc1)N1CCOCC1 (configuration not stated)	4	3	6	-3	0.1	-8	-6	0.2	0	-4
Cc1ccc2c(c1)c(=O)c1c3n2CCN(CC#N)C3CC1 (configuration not stated)	.	0	9	.	1.4	8	9	-0.5	-28	4
O=[N+]([O-])c1cc(F)c(N2CCCCC2)cc1Br	2	-2	-2	1	4.0	-1	5	-0.1	-3	0
CCSc1nnc([C@@H](N)Cc2ccccc2)o1	-1	6	5	6	-1.2	1	8	-0.2	-4	5
COc1ccccc1CN1CCN(C(=O)COc2cccc(C)c2)CC1	-2	-5	6	-5	2.3	5	2	-0.1	4	-4
CC(C)C(NC(=O)C(C(C)C)N(C)C)C(=O)N(C)C(C(=O)N1CCCC1C(=O)N1CCCC1C(=O)NCc1ccccc1)C(C)C (configuration not stated)	0	3	2	2	-1.0	11	11	0.1	-10	-2
CN1C(=O)N(C)C(=O)C2(Cc3cc([N+](=O)[O-])ccc3N(C)C2c2ccccc2)C1=O (configuration not stated)	0	6	-3	-3	1.6	10	1	-0.1	8	2
COC(=O)C1=C(c2ccc(F)cc2OCc2ccccc2)C[C@@H]2CC[C@H]1N2C(=O)NCCOc1ccccc1Cl	-4	-10	-10	-17	-3.3	2	2	0.0	18	8
COc1ccc(NC(=O)N2CCC3(CC2)OCCO3)cc1	-2	-3	-2	1	2.4	10	3	-0.6	2	0
O=C(c1ccc(Cl)cc1)C1CCCN(Cc2ccon2)C1 (configuration not stated)	0	4	-4	8	0.1	-6	2	-0.2	1	-3
COc1ccccc1N1CCN(Cc2ccc(Br)cc2)CC1	0	3	5	-5	-0.1	-4	2	0.5	7	-8
COc1ccc(C2=NCC(=O)N(CC(=O)NCc3ccco3)c3sc4c(c32)CCCC4)cc1OC	-10	-13	1	0	-0.8	5	-5	0.6	2	-2
O=c1[nH]c(=O)n(-c2cccc3ccccc23)c(O)c1/C=N/N1CCCCC1	4	5	7	3	0.7	7	1	0.2	-13	-3
O=C1CC(c2cccnc2)=NN1c1ccc(Cl)cc1Cl	-3	-6	1	0	0.9	-4	5	-0.2	6	15
c1cc2c(cc1[C@H]1OC[C@H]3[C@@H]1CO[C@@H]3c1ccc3c(c1)OCO3)OCO2	4	6	-5	8	0.9	7	3	-0.8	-3	-2
Cc1cc(S(N)(=O)=O)ccc1N=Cc1c(O)n(-c2ccccc2)c(=O)[nH]c1=O	5	-1	-7	5	1.0	2	-5	-1.9	-12	1
COc1cc(/C=C/c2nc3ccccc3c(=O)n2-c2ccc(O)cc2)ccc1O	13	-56	4	35*	-1.2	18	0	2.1	-31	16

Screening results as filed in PubChem BioAssay.
